Source: PubChem (The Scripps Research Institute Molecular Screening Center)
LEDGF integ inh: blocks HIV-1 LEDGF/p75-dependent DNA integration; TR-FRET IN-LEDGF/p75 DNA integration, Eu/Cy5; inhibition, % at 3.7 µM; hit rate 0.64% among 370,000; AID 743269;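 active = inhibition above the screen-wide mean plus 3 SD, cut at about 13% in these data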;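 also: signal is the Cy5 over europium emission ratio at 671 and 618 nm; 0% = plate median of compound wells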
DDE Tn7 FP inh: disrupts Tn7 cyclic peptide binding to fibrin D-Dimer-E complex | P02675 | FP displacement of FITC-Tn7 peptide from fibrin DD(E); 0% = median of compound wells per plate | inhibition, % at 8.3 µM | hit rate 0.13% among 370,000;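 active = inhibition above the mean of compounds falling within the control limits plus 3 SD of them, cut at about 14% in these data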;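 also: 0% = plate median of compound wells and 100% = 10 µM Aha-Tn7 peptide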
Target sequence (P02675 whole entry, looked up): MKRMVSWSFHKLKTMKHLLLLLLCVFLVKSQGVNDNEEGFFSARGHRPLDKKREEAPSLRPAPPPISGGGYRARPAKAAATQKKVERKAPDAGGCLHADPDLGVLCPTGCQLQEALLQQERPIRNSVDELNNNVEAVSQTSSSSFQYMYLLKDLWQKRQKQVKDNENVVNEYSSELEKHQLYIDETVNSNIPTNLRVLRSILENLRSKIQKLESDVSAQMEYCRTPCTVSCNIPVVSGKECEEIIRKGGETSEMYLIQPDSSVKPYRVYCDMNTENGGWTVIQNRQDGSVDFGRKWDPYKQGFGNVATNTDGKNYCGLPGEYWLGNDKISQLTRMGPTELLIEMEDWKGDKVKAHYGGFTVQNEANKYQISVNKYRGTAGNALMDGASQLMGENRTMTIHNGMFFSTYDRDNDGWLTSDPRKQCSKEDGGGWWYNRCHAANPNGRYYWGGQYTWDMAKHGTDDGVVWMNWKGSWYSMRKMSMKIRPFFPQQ
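Test system: human clot-derived fibrin DD(E) complex / Quantity: 2 µM final DD(E) protein / Incubation: 10 min plus 3 h, room temperature / Measured by: fluorescence polarization / Benchmarks: high control of 10 µM Aha-Tn7 peptide / Replicates: singlicate testing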
proKLK7 act: activates the human kallikrein-7 zymogen | AID 652039 | activation, % at 7 µM | purified proKLK7, EDANS-DABCYL substrate fluorescence; 100% is mature enzyme control, 0% vehicle | hit rate 0.9% among 370,000 | P49862;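 active = activation above the mean of all tested compounds plus 3 SD, computed per campaign excluding outliers beyond control limits, cut at about 13% in these data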
Target sequence (P49862 whole entry, looked up): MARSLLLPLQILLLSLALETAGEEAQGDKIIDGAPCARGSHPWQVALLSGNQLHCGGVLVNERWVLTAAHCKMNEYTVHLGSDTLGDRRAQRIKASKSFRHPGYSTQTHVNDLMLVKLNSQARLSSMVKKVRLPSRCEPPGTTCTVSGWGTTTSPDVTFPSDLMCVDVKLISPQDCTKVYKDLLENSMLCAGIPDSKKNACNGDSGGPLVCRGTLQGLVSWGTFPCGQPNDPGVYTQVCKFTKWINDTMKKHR
ADAM10 inh: inhibits human ADAM10 | hit rate 0.62% among 370,000 | recombinant ADAM10, EDANS/DABCYL FRET peptide cleavage, 3 h | inhibition, % at 7 µM | AID 720582 | O14672;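 active = inhibition above a per-campaign cutoff equal to the mean of compounds falling between control-based bounds plus 3 SD, cut at about 20% in these data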;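 also: 0% = DMSO wells while the 100% control is not disclosed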
ASAP1 GAP inh: blocks human ASAP1-stimulated Arf1 GTP hydrolysis. hit rate 0.19% among 360,000. inhibition, % at 16.5 µM. AID 624377. GDP FP detection; in the data active = inhibition above about 25%;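 also: 0% = vehicle with enzyme and substrate and 100% = no enzyme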
TDP2 absorb: TDP2 (human) inhibition, absorbance primary screen; O95551; recombinant TDP2, T5PNP hydrolysis, p-nitrophenol absorbance 415 nm; inhibition, % at 12.8 µM; hit rate 0.34% among 370,000;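 active = inhibition above the mean of all tested compounds plus 3 SD, set per campaign, cut at about 25% in these data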;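 also: 0% = DMSO with enzyme and 100% = buffer with substrate but no TDP2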
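System – recombinant human TDP2 · Amount – 120 nM TDP2 per well · Buffer or medium – Mg2+-containing Tris-HCl buffer, pH 7.5 · Reagent – T5PNP substrate, 5 mM · Dosing – 12.8 µM single point, 1% DMSO · Incubation – 2 h at 37 °C · Measured by – epi absorbance · Read-out basis – percent inhibition · Benchmarks – high control without enzyme, low control DMSO plus TDP2 · Repeats – singlicate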
Tn6 DDE FP: inhibitors of Tn6 peptide binding to human fibrin DD(E); P02675; Fibrin DD(E) TRITC-Tn6 fluorescence polarization displacement; inhibition, % at 8.3 µM; hit rate 0.21% among 370,000; AID 720509;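 active = inhibition above a per-campaign cutoff: mean of compounds within control limits plus 3 SD, cut at about 15% in these data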;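 also: 0% = median of all compound wells on the plate and 100% = blocking peptide control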
ARFGAP1 inhibitor: inhibits rat ARF GTPase activating protein 1; inhibition, % at 16.5 µM; hit rate 0.26% among 360,000; AID 651572; Arfgap1-stimulated ARF1 GTP hydrolysis, GDP FP detection; Q62848;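 active = inhibition above a per-plate limit, mean inhibition of low control wells plus 3 SD, cut at about 25% in these data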;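 also: 0% = DMSO wells with enzyme and 100% = wells lacking Arfgap1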
Target sequence (Q62848 1-136 limits assumed): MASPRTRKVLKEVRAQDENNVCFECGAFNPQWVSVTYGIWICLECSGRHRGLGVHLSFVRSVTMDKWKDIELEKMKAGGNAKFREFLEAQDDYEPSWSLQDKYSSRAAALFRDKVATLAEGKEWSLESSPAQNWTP
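System: truncated rat Arfgap1 GAP domain / Benchmarks: high control wells lacking Arfgap1, low control full reaction with DMSO / Times: compound-enzyme preincubation 20 min, reaction 120 min, detection 60 min, 25 °C / Repeats: one replicate per compound / Also added: human ARF1(Δ1-17)-GTP substrate / Measured by: Tracer-displacement fluorescence polarization with EDTA stop, 620/688 nm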
PLCg1 inh: PLC-gamma1 (human) inhibition, primary screen | hit rate 0.84% among 370,000 | purified PLC-gamma1, fluorogenic substrate, fluorescence | P19174 | inhibition, % at 12.2 µM; in the data active = inhibition above about 9.5%
ADAM17 inh: ADAM17 inhibition, QFRET primary screen; P78536; inhibition, % at 6.95 µM; hit rate 0.83% among 370,000; recombinant ADAM17, EDANS/DABCYL FRET peptide cleavage;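 active = inhibition above the mean of compounds lying between control limits plus 3 SD, set per campaign, cut at about 8.5% in these data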;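 also: 0% = DMSO-only wells as the low control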
Active calls of the source: *; nt = no result given.

Screens in order: LEDGF integ inh	DDE Tn7 FP inh	proKLK7 act	ADAM10 inh	ASAP1 GAP inh	TDP2 absorb	Tn6 DDE FP	ARFGAP1 inhibitor	PLCg1 inh	ADAM17 inh
> Cc1cccc(C(O)c2ncc(-c3ccc4ccccc4c3)[nH]2)c1C (centres undefined)
→ -6	-2	-0.2	-17	2	0	1	5	-18	-5
> O=C(Nc1ccc(F)cc1)C(NC1CCCCC1)c1ccccc1 (centres undefined)
→ 5	-14	-0.3	12	-7	-13	3	-7	4	4
> CCN(CC)C(=O)C1CCCN(Cc2ccc3ccccc3c2)C1 (centres undefined)
→ 0	-2	0.2	14	-9	-15	0	-6	5	-1
> CC1CCCC(NC(=O)C2CCN(C(=O)Nc3ccccc3)CC2)C1C (centres undefined)
→ 1	4	0.0	0	11	-4	11	3	1	-1
> CCC(C(=O)NC1CCCC1)N(Cc1ccco1)C(=O)Cn1nnc(-c2ccc(C)cc2)n1 (centres undefined)
→ 2	-8	-0.4	-4	-2	6	-5	3	-3	-2
> S=c1[nH]nc(-c2cccs2)n1C1CCCCC1
→ 5	1	-1.5	-2	4	3	6	5	-6	-2
> Cc1ccc(N2CCN(c3ccc(C)cc3)C2c2ccncc2)cc1
→ 3	5	-1.1	-5	10	2	-2	-5	-2	-4
> Cc1ccc(C)c(-n2c(SCC(=O)N3CCC(C(=O)O)CC3)nnc2-c2cccc(Cl)c2)c1
→ 4	-5	-0.3	-1	4	-1	2	9	2	-1
> CCc1ccc(/C=N/NC(=O)c2cc(C)on2)s1
→ 1	-1	0.5	-2	5	-4	4	3	-2	3
> O=C(OCCN1CCN(c2ncc(C(F)(F)F)cc2Cl)CC1)c1ccc(F)cc1
→ -2	-3	0.0	0	8	2	-6	0	-2	-3
> CCOc1ccc(CCNC(=O)c2c(C)nn(-c3ccccc3)c2Cl)cc1OCC
→ 3	0	0.6	-1	9	7	5	3	-1	1
> CC(C)Cc1c(O)nc(SCC(=O)N2CCCCCC2)[nH]c1=O
→ 1	2	0.3	0	11	2	-4	-4	0	-4
> CCN(CC)c1ccc(NC(=O)CSc2nc3ccccc3c(=O)n2-c2ccc(C)cc2)cc1
→ 5	0	-0.8	38*	nt	-19	4	nt	12*	5
> CCOC(=O)CC(N)c1cccc([N+](=O)[O-])c1 (centres undefined)
→ -1	0	-0.1	-4	-9	-7	6	-8	-1	-6
> COc1ccc(NC(=O)CCCCCn2nnc3ccccc3c2=O)cc1
→ 2	10	0.3	1	2	6	1	0	2	-7
> COc1ccc(-c2noc(CN(C(=O)c3ccc4c(c3)OCO4)C(C)C)n2)cc1OC
→ 0	-1	0.0	0	1	5	-1	-1	-1	-5
> COc1cccc(C(=O)N/N=C/c2ccc(OC)c(COc3ccccc3C(N)=O)c2)c1
→ 0	6	0.6	4	3	-15	-16	10	2	3
> CC(C)(C)[C@H]1COC(=O)CCCC/C=C\C[C@H](CC(=O)NCCO)C(=O)N1
→ 2	5	-0.8	-7	4	7	-4	0	-1	-6
> COc1ccccc1N1CCN(C(=O)c2sc3nc4n(c(=O)c3c2C)CCC4)CC1
→ -2	-3	-0.3	-11	13	-7	6	8	-2	-2
> O=C(Cn1cnc2ccccc2c1=O)NCC(=O)N1CCOCC1
→ 0	-9	-0.1	6	4	-19	-4	-3	7	3

Following part.
Screens in order: LEDGF integ inh	DDE Tn7 FP inh	proKLK7 act	ADAM10 inh	ASAP1 GAP inh	TDP2 absorb	Tn6 DDE FP	ARFGAP1 inhibitor	PLCg1 inh	ADAM17 inh
> CC(=O)Nc1cccc(NC(=O)CSc2nnnn2Cc2ccccc2)c1
→ -2	-2	0.2	-2	-6	2	-3	-8	2	-3
> COc1ccc(C2(CNC(=O)c3ccc(Br)o3)CCOCC2)cc1
→ 2	5	-0.5	-11	-12	-4	-3	0	-1	-8
> Cc1ccc(NC(=O)CSc2nc3nn(-c4ccccc4)c(=O)c-3c3n2CCCCC3)cc1F
→ -3	-1	0.1	-7	5	-5	-3	5	-1	1
> CCCOP(=O)(c1ccc(N(C)C)cc1)C(Nc1ccccc1)c1ccc(N(C)C)cc1 (centres undefined)
→ -9	3	-0.1	-3	12	-9	4	-12	-4	3
> O=C(c1cc(-c2ccc(Br)cc2)on1)N1CCc2ccccc2C1
→ -3	3	-0.4	-6	4	-2	-3	7	0	-1
> Cc1cc2ncn(C(=O)c3ccc4c(c3)OCO4)c2cc1C
→ 0	0	-0.4	8	-2	3	2	7	1	-4
> CCC(C(=O)OCCN(CC)CC)c1ccccc1 (centres undefined)
→ 6	-7	0.3	6	-8	-9	-7	5	4	2
> O=C(COC(=O)c1ccc(Cl)nc1)NCCC1=CCCCC1
→ -4	4	0.2	-5	-4	-7	-2	-3	-2	-7
> O=C(N[C@@H](Cc1c[nH]c2ccccc12)C(=O)O)c1ccccc1Cl
→ 2	4	-0.1	-2	-7	-4	2	-12	0	2
> COc1ccccc1NC(=O)c1ccc(Br)c(S(=O)(=O)N2CCCC2)c1
→ 2	-5	-0.3	-3	2	9	2	13	-2	-5
> O=C(Cc1ccc(Cl)cc1Cl)NCC1(N2CCOCC2)CCCCC1
→ -2	6	0.0	-12	-4	0	5	5	-1	-2
> O=C(CNC(=O)c1ccc(Oc2ccccc2)cc1)OCc1ccc(Br)cc1
→ 1	9	0.0	5	0	-9	-1	7	-1	3
> COc1ccc(Br)c(Cn2c(C)c(C(=O)NCc3ccc(F)cc3)sc2=O)c1
→ -3	-5	0.3	5	6	-3	-8	-15	-1	6
> Cc1cccc(NC(=O)c2cnccn2)c1
→ 3	-2	0.1	1	4	6	2	-1	1	0
> CC(C)C(C)NC(=O)COc1ccc(OCc2ccccc2)cc1 (centres undefined)
→ -1	-5	-0.3	3	10	-2	-2	9	0	-5
> CC1CCN(C(=S)c2cccc(O)c2)CC1
→ 3	-1	-1.1	-4	16	3	-5	6	-2	1
> Cc1cc(OCC(=O)Nc2sc3c(c2C#N)CC(C)(C)NC3(C)C)c(C(C)C)cc1Cl
→ 2	-4	0.6	2	-3	14	1	-6	2	-2
> COCCNc1nnc(SCC(=O)c2ccc3c(c2)OCO3)s1
→ -2	-4	-0.4	3	-1	6	-2	3	-1	-1
> COc1cc(OC)c(OC)cc1CN1CCN(S(=O)(=O)c2ccc(F)cc2)CC1
→ 3	-6	-0.6	0	5	-5	-9	7	3	2
> COc1ccc(NC(=O)CC23CC4CC(CC(C4)C2)C3)cn1
→ 2	-3	-0.6	3	-7	-6	6	0	3	2

More compounds
Screens in order: LEDGF integ inh	DDE Tn7 FP inh	proKLK7 act	ADAM10 inh	ASAP1 GAP inh	TDP2 absorb	Tn6 DDE FP	ARFGAP1 inhibitor	PLCg1 inh	ADAM17 inh
> Cc1cc(OC(C)C(=O)NCC(O)c2ccccc2)c2c(C)c(C)c(=O)oc2c1 (centres undefined)
→ 2	-7	3.6	-391	6	4	-7	2	-128	-119
> COc1ccccc1Cc1c(C(C)(C)C)nc2ccc(C)cn12
→ -2	4	0.0	-36	9	6	5	9	-18	-11
> O=C(NCc1ccccc1)N(Cc1cc2cc3c(cc2[nH]c1=O)OCO3)CC1CCCO1 (centres undefined)
→ 1	-1	1.2	-150	25	-6	-4	-5	-7	-51
> O=C1CC(c2ccccc2)CC(O)=C1C=Nc1ccccc1O (centres undefined)
→ -4	4	-1.2	-4	-5	-4	2	-16	-37	-3
> O=C(Nc1nccs1)C1CCN(S(=O)(=O)c2c(Cl)cccc2Cl)CC1
→ 3	7	0.4	0	4	-8	4	7	-2	-2
> COC(C/C=C\[C@@H](O)[C@H](C)OCc1ccccc1)OC
→ -1	-4	0.4	-3	-13	6	0	-1	-1	-3
> CCOCCN1CCN(C2c3ccccc3CSc3ccccc32)CC1 (centres undefined)
→ 1	-2	0.7	2	-2	11	-2	-2	3	3
> Cc1nn(CC(=O)OCCOc2ccc(Br)cc2)c(C)c1[N+](=O)[O-]
→ 3	2	0.7	-3	0	3	6	-5	0	1
> Nc1ccc(C(=O)N/N=C/c2sc(N3CCOCC3)nc2-c2ccccc2)cc1
→ -1	-7	2.8	-110	17	-2	0	0	-128	-30
> Cc1cc(C)nc(N/N=C/c2ccccc2OCc2ccc(Cl)cc2)n1
→ 0	2	0.8	-9	3	1	5	-4	-2	-6
> CC[C@@]12C(=O)N(c3cccc(Br)c3)C(=O)N1[C@H](c1cccc(C)c1)[C@@H]1C(=O)N(Cc3ccccc3)C(=O)[C@@H]12
→ -1	0	0.7	21*	21	-2	-4	0	1	8

Part of the list above, field by field.
> Cc1cc2ncn(C(=O)c3ccc4c(c3)OCO4)c2cc1C
- LEDGF integ inh: 0
- DDE Tn7 FP inh: 0
- proKLK7 act: -0.4
- ADAM10 inh: 8
- ASAP1 GAP inh: -2
- TDP2 absorb: 3
- Tn6 DDE FP: 2
- ARFGAP1 inhibitor: 7
- PLCg1 inh: 1
- ADAM17 inh: -4

> COc1ccc(NC(=O)CCCCCn2nnc3ccccc3c2=O)cc1
- LEDGF integ inh: 2
- DDE Tn7 FP inh: 10
- proKLK7 act: 0.3
- ADAM10 inh: 1
- ASAP1 GAP inh: 2
- TDP2 absorb: 6
- Tn6 DDE FP: 1
- ARFGAP1 inhibitor: 0
- PLCg1 inh: 2
- ADAM17 inh: -7

> COCCNc1nnc(SCC(=O)c2ccc3c(c2)OCO3)s1
- LEDGF integ inh: -2
- DDE Tn7 FP inh: -4
- proKLK7 act: -0.4
- ADAM10 inh: 3
- ASAP1 GAP inh: -1
- TDP2 absorb: 6
- Tn6 DDE FP: -2
- ARFGAP1 inhibitor: 3
- PLCg1 inh: -1
- ADAM17 inh: -1

> COc1ccc(-c2noc(CN(C(=O)c3ccc4c(c3)OCO4)C(C)C)n2)cc1OC
- LEDGF integ inh: 0
- DDE Tn7 FP inh: -1
- proKLK7 act: 0.0
- ADAM10 inh: 0
- ASAP1 GAP inh: 1
- TDP2 absorb: 5
- Tn6 DDE FP: -1
- ARFGAP1 inhibitor: -1
- PLCg1 inh: -1
- ADAM17 inh: -5
